High-throughput results as filed in PubChem BioAssay.
ELG1 genotox = genotoxicity induction in ELG1-luciferase HEK293T cells. 330,000 compounds, 1.3% hits. Potency, µM (doses to about 46 µM), inactives show top-dose activity change, positive = activation, actives largely listed as activators. HEK293T ELG1-luciferase reporter, luminescence, 16 h; further: potency means the concentration at half of the fitted maximal effect; % of control where 0% means no effect; nearly all actives have a fitted effect of over 60% in size
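After overnight (16 hr) compound treatment at 37 °C, ELG1-luciferase HEK293T cells were lysed with ONE-Glo; luminescence quantified 30 min later at room temperature.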
uPA surface inh = cell surface uPA generation inhibition. 330,000 compounds, 0.31% hits. Potency, µM (titrated, usually from 38.3 µM), without a hit: at the highest dose activity change, negative = inhibition, actives largely listed as inhibitors. cell surface uPA generation assay, qHTS. AID 540303; active means well fitted inhibition curve with a large enough effect; inconclusive means small, poorly fitted or top-dose-only effect; inactive means no such curve, though single readings can be large or run the other way; tested in mouse RAW 264.7 cells; further: potency means the concentration at half of the fitted maximal effect; on the % scale 0 is the no-effect control and ±100 the full control effect; nearly all actives have a fitted effect of over 55% in size
ASM inhibitor = inhibitors of human secretory acid sphingomyelinase | P17405 | placental ASM, HMU-PC fluorogenic substrate, 60 min | Potency, µM (series often up to 57.5 µM), for inactives: at the top dose activity change, negative = inhibition, usual class: inhibitors | 340,000 compounds, 0.006% hits | AID 504937; further: potency means the concentration at half of the fitted maximal effect
Target sequence (P17405 47-631 limits assumed): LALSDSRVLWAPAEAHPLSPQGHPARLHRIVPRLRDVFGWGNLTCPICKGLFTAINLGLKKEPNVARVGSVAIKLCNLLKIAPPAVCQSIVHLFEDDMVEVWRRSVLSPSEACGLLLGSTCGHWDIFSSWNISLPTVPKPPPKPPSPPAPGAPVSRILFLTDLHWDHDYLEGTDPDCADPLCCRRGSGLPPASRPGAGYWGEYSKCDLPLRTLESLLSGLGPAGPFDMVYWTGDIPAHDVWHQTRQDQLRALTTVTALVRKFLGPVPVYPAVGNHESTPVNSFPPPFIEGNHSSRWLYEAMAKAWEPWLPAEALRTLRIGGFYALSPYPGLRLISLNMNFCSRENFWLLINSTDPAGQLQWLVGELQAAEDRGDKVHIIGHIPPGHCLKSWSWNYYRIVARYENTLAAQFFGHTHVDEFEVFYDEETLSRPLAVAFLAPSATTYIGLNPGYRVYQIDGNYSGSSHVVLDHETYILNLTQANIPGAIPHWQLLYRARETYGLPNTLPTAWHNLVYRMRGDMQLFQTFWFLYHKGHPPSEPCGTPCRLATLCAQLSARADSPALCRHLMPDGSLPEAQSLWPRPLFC
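HMU-PC0 cleavage (9 uM final) by human placental ASM, 60 min at 37 °C following 10 min compound exposure at RT; stopped at pH 10, fluorescence Ex 386/Em 447 nm.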
BRCA1 expr act = BRCA1 expression activation; MCF7-BRCA1-FFLuc reporter, luminescence, 48 h; response scale: scaled: vehicle 0%, 10 µM genistein 100%; Potency, µM (doses to about 46.1 µM), for the others: at the top dose activation, most hits filed as activators; 380,000 compounds, 1.1% hits; further: potency means the concentration at half of the fitted maximal effect; nearly all actives have a fitted effect of over 80% in size; some results filed as inactive show a strong effect at the top dose
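Luminescence from a BRCA1-driven firefly luciferase in MCF7 cells was read after 48 h compound exposure at 37 C. Data normalized against DMSO and a 10microM genistein activation control, then curve-fitted across the titration.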
TRPV1 agonist = activates the human vanilloid receptor TRPV1; AID 540275; activation, % at 8.33 µM; 320,000 compounds, 0.19% hits; TRPV1-expressing cells, Fluo-8 calcium influx, agonist mode; Q8NER1; in the data active means activation above about 80%; inconclusive means between about 30% and that limit; further: 0% is about no effect
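TRPV1-expressing cells were cultured overnight at 35.5C and loaded with Fluo-8 calcium dye for 40 to 90 min at room temperature. After a 10 s baseline, compound was added and calcium influx was read kinetically for 3 min (ex 480/em 520 nm).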
PTAP TSG101 blk = blocks PTAP/TSG101 interaction to inhibit HIV-1 budding. Q99816. Fluorescence polarization, FITC-PTAP peptide / Tsg101 binding. Potency, µM (doses to about 115 µM), for the others: at the highest dose activity change, negative = inhibition, hits mostly inhibitors. 340,000 tested, under 10 active. AID 493005; active means well fitted inhibition curve with a large enough effect in the main read-out, with a control signal flat, not every such curve was filed as active; inconclusive means small, poorly fitted or top-dose-only effect, or effect the other way, or a change in a side signal; inactive means no such curve, though single readings can be large or run the other way; further: potency means the concentration at half of the fitted maximal effect; % of control where 0% means no effect
Target sequence (Q99816 whole entry, looked up): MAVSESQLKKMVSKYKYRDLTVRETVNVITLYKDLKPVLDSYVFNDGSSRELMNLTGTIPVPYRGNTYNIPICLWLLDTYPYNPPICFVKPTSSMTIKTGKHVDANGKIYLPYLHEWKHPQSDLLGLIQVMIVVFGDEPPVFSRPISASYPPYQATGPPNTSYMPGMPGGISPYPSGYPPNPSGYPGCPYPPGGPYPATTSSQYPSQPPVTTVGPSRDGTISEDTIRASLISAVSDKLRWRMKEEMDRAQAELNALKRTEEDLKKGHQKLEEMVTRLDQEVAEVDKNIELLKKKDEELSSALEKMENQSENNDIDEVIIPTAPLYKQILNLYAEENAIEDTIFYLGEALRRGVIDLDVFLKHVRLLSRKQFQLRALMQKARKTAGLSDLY
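Fluorescence anisotropy tracks displacement of a FITC-tagged PTAP peptide (50 nM) from the Tsg101 binding domain (10 uM), following a 20 min room-temperature incubation at pH 7.5.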
USP2a block = blocks human ubiquitin-specific protease USP2a. USP2 core, Ub-CHOP2 coupled fluorogenic reporter, 485/531. Potency, µM (top dose mostly 38.3 µM), inactives show at the top dose activity change, negative = inhibition, most hits filed as inhibitors. 330,000 compounds, 0.01% hits. AID 463254;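 further: potency means the concentration at half of the fitted maximal effect; plate controls were DMSO wells for no effect and full inhibition by NEM control for full effect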
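Deubiquitinase activity read as fluorescence (485/531 nm) after Ub-CHOP2 cleavage activates the enterokinase reporter on its substrate; USP2 core 10nM, Ub-CHOP2 and substrate 25nM each, 30min compound preincubation then 60min RT; data normalized to NEM, curves fitted.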
Eya2 inh = inhibitors of human Eya2 phosphatase activity; O00167; recombinant Eya2, OMFP fluorescence dephosphorylation (OMFP is methylfluorescein phosphate); Potency, µM (top dose mostly 76.9 µM), for inactives: top-dose activity, negative = inhibition, usual class: inhibitors; 330,000 compounds, 0.006% hits; further: potency means the concentration at half of the fitted maximal effect; on the % scale 0 is the no-effect control and ±100 the full control effect
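Eya2 protein (added as 0.2 uM solution) was preincubated with compound for 10 min at ambient temperature in 50 mM HEPES pH 7.5, 50 mM NaCl, 5 uM MgCl2, 0.05% BSA, 1 mM DTT. OMFP (added at 50 uM) then reacted 10 min; fluorescence read at 485/525 nm.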
B2AR arrestin = recruits beta-arrestin to the human beta2-adrenergic receptor; P07550; beta-arrestin recruitment to beta2AR, cell-based reporter; Potency, µM (top dose mostly 46.1 µM), for inactives: at the highest dose activation, usual class: activators; 330,000 compounds, 0.02% hits; AID 492947;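 further: potency means the concentration at half of the fitted maximal effect; 0% = DMSO controls and full agonism = EC100 isoproterenol or metaproterenol; nearly all actives have a fitted effect of over 65% in size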
p53 reactivator = re-activators of mutant p53. AID 504706. 320,000 compounds, 0.063% hits. H1299 p53-A138V BP100-luciferase reporter, luminescence, 24 h. Potency, µM (doses to about 92.2 µM), without a hit: at the highest dose activity change, positive = activation, most hits filed as activators; further: potency means the concentration at half of the fitted maximal effect; % of control where 0% means no effect; nearly all actives have a fitted effect of over 45% in size
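p53-null H1299 cells stably carrying temperature-sensitive p53-A138V and a BP100-luciferase reporter were pinned with compounds (4-point, 1:5 series) and held 24 hrs at 37 deg C. Luminescence was read 10 min after detection reagent.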
a7 integrin act = activators of alpha7 integrin expression for muscular dystrophy | Potency, µM (series often up to 38.3 µM), inactives show at the top dose activation, actives largely listed as activators | AID 624291 | alpha7betagal myoblasts, beta-gal FDG fluorescence, 48 h | 350,000 compounds, 0.064% hits;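 further: potency means the concentration at half of the fitted maximal effect; 100% = response of the positive control SU9516; nearly all actives have a fitted effect of over 60% in size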
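Alpha7betagal+/- myoblasts (passage 13) were plated 16-24 hr, then exposed to compounds (1:260 dilution of DMSO stock) for 48 hours at 37C. After MPER lysis, β-galactosidase reporter activity was read as FDG fluorescence (ex 480/em 540) after 30 minutes.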
Numbers without * were called inactive; u = inconclusive; x = no result given; [ ] = dose if it differs, or a comment. Unless noted, the call rests on the fitted dose curve; in most records, active means well fitted curve in the direction sought with a large enough effect; inconclusive means small, poorly fitted or top-dose-only effect, or another doubt; inactive means no such curve, though single readings can be large; an effect the other way counts as inactive or inconclusive.

SMILES	ELG1 genotox	uPA surface inh	ASM inhibitor	BRCA1 expr act	TRPV1 agonist	PTAP TSG101 blk	USP2a block	Eya2 inh	B2AR arrestin	p53 reactivator	a7 integrin act
COc1ccc(/C=C2\SC(=S)N(N3CCOCC3)C2=O)c(OC)c1	9%	2%	-22%	-4%	3	-1%	7%	-5%	-0.2%	4%	-3%
N#C/C(=C\c1c(N2CCC(C(N)=O)CC2)nc2ccccn2c1=O)S(=O)(=O)c1ccccc1	-1%	-3%	19%	-1%	-2	-10%	-1%	-5%	0.4%	-2%	0%
CCOc1ccc(Nc2ccc(N)c(S(=O)(=O)O)c2)cc1	x	-3%	3%	-25%	x	-4%	x	x	x	x	-23%
CCCN(/C=N/c1sc2c(c1C#N)CCCCC2)CCC	1%	9%	7%	54%	-2	-1%	-3%	1%	-0.5%	7%	-48%[inhibitor]
C=CCN1C(=O)/C(=C2/Sc3ccccc3N2CC)SC1=S	7%	7%	-1%	12%	2	-10%	-3%	-25%	-0.6%	-4%	7%
CCn1c(-c2ccc(N(C)C)cc2)nc2ccccc21	2%	-14%	12%	-45%	9	-7%	-1%	1%	-0.3%	u	-14%
Cc1cc(NC(=O)CCCN2C(=O)c3cccc4cccc(c34)C2=O)no1	0%	1%	92%	-8%	-3	2%	1%	-19%	-0.2%	-4%	-12%
COc1cc(NC(=O)c2ccccc2F)c(OC)cc1NC(=O)CN1CCCCC1	-36%[inhibitor]	0%	1%[11.5 µM]	-11%	-1	0%	4%	-21%	-0.4%	4%	u
Cc1cccnc1NC(=O)c1cc2c(=O)oc3ccccc3c2s1	2%	-8%	9%	-15%	2	-2%	2%	2%	-1.6%	-4%	24%
C=CCOc1cc(OC)c(OC)c(OC)c1	6%	-4%	2%	1%	0	-1%	-1%	-6%	-0.7%	-1%	-31%[inhibitor]
CS(=O)(=O)N(CC(=O)NCc1ccccc1Cl)Cc1ccccc1	-2%	3%	0%	10%	-3	-7%	0%	0%	-0.6%	0%	-25%
CN(CC(=O)Nc1ccc(F)cc1)C(=O)c1cc([N+](=O)[O-])ccc1N1CCOCC1	0%	-1%	-4%	-12%	-2	-2%	0%	11%	-0.6%	-8%	-2%
Cc1nc([N+](=O)[O-])c(Br)n1Cc1ccc(Cl)c(Cl)c1	-18%	u	-3%	-76%[inhibitor]	21	-2%	-1%	-5%	0.0%	-8%	-55%[inhibitor]
CN1CCN(C(=O)c2ccc3c(c2)OCCO3)CC1	2%	4%	2%	5%	0	-1%	-1%	2%	0.0%	u	9%
CC(C#N)N1CCN(S(=O)(=O)c2ccc3c(c2)CCC3)CC1 (centres undefined)	1%	-17%	1%	-4%	-2	-5%	-1%	2%	-0.2%	-6%	u
COC(=O)c1ccc(NC(=O)COc2ccc([N+](=O)[O-])cc2)cc1	-1%	-1%	-3%	-6%	4	0%	5%	-8%	-0.5%	u	-17%
CCOC(=O)CNC(=O)CSc1nc2cccnc2n1Cc1ccccc1	-1%	2%	2%	-2%	1	-5%	-2%	0%	-0.1%	3%	21%
Cc1cnc(CN(C)Cc2nc(Cc3cccc(C(F)(F)F)c3)no2)[nH]1	-3%	-1%	2%	-1%	13	0%	2%	2%	0.5%	-1%	-12%
CC(C)(CO)Nc1ccc([N+](=O)[O-])cc1[N+](=O)[O-]	0%	-3%	-1%	-27%	1	-4%	2%	-14%	0.1%	-4%	4%
O=C(CSc1ncccc1-c1nc2ccccc2[nH]1)N1CCN(c2ccccc2F)CC1	-2%	4%	3%	-12%	6	-3%	-12%	2%	-1.0%	18%	-24%
COc1ccc(NC(=O)C2(c3cccs3)CCOCC2)cc1	6%	1%	0%	-15%	1	-7%	1%	-3%	-0.1%	3%	20%
Cc1cc(-c2cc(C(=O)NCc3ccccc3)on2)nc(NCC2CC2)n1	2%	-12%	-1%	0%	29	0%	5%	-6%	-0.6%	-3%	0%
COc1cc(OC)cc(C(=O)Nc2cc(-c3cn4cccnc4n3)ccc2C)c1	6%	6%	314%[activator]	-43%	-3	0%	1%	u	-0.1%	0%	-23%
CCCn1ncc(/C=N/O)c1C	-8%	0%	-2%	-4%	3	-3%	-1%	4%	-0.8%	0%	20%
O=C(CN1CCOCC1)Nc1ccc(OC(F)(F)F)cc1	4%	0%	5%	47%	4	-6%	-2%	12%	-1.0%	x	-10%
Cc1cc(C(=O)NCc2ccccc2Cl)c2ccccc2n1	-2%	0%	5%	-2%	-1	-1%	-2%	14%	-0.1%	11%	21%
CC1(CCC(=O)O)C(=O)CCC2C1CCC1(C)C2CCC1(C)O (centres undefined)	x	5%	1%	-14%	x	0%	x	x	x	x	8%
COCc1[nH]nc2c1C(c1cc(OC)c(O)c(OC)c1)C(C#N)=C(N)O2 (centres undefined)	2%	0%	-4%	-8%	1	-4%	-2%	11%	-1.1%	-2%	14%
COc1ccc(-c2cc(C(=O)N3CCN(C(=O)c4ccccc4F)CC3)[nH]n2)cc1	0%[9.26 µM]	0%	-1%	-12%	13	-6%	-1%	-8%	0.0%	-5%	3%
Cc1ccc(C(=O)c2ccc(C)cc2)cc1	-8%	0%	-2%	1%	19	-2%	4%	-17%	0.0%	0%	-2%
COc1ccc2nc(/C=N/NC(=O)[C@H](C)NC(=O)OC(C)(C)C)ccc2c1	u	x	x	x	-4	x	2%	5%	0.0%	u	x
CC(C)[C@H](NC(=O)N1CCn2c1nc1ccccc12)C(=O)NCc1ccc2c(c1)OCO2	-7%	2%	-1%	14%	2	-4%	-2%	-17%	0.0%	-6%	-10%
Cc1cc(NC(=O)CCCN2C(=O)/C(=C/c3ccccc3Cl)SC2=S)no1	-9%	-20%	-2%	-95%	-1	x	1%	0%	-0.3%	-2%	-36%
Cc1cc(Cl)c(S(=O)(=O)N2CCN(c3ccc(F)cc3)CC2)cc1OCC(N)=O	-7%	2%	-5%	-3%	2	0%	0%	2%	-0.3%	-6%	20%
O=S(=O)(c1ccc(Cl)cc1)N1CCN(C(=S)Nc2ccc(F)c(Cl)c2)CC1	-8%	-4%	-10%	-83%	6	-12%	-12%	2%	-0.4%	2%	-11%
Cn1c(N)c(C(=O)CSc2nc3ccccc3c(=O)n2CCCN2CCOCC2)c(=O)n(C)c1=O	-4%	13%	6%	-8%	-1	-3%	1%	2%	-0.2%	11%	21%
CCOc1ccccc1/C=N/NC(=O)c1cccc(Cl)c1	1%	3%	1%	-19%	-1	-3%	-1%	-9%	-1.6%	11%	7%
O=C(COC(=O)CSc1nnc(-c2ccc(Cl)cc2)o1)Nc1cc(Cl)ccc1Cl	3%	-19%	-1%	-14%	7	-3%	9%	-6%	0.5%	3%	u
CCCc1nc(NCc2ccc3c(c2)OCO3)c2nnn(Cc3ccccc3Cl)c2n1	8%	-6%	-4%	-35%	-2	-8%	3%	-15%	-1.7%	9%	4%
O=C1Nc2ccccc2C1(O)c1ccccc1O (centres undefined)	-2%	4%	7%	-4%	-3	-3%	-8%	4%	0.7%	-6%	17%
O=C(CN1CCN(C(C(=O)Nc2cc(C(F)(F)F)ccc2Cl)c2ccccc2)CC1)NC1CC1 (centres undefined)	x	0%	-1%	-43%	x	-8%	x	x	x	x	4%
CN1CCN(C(=S)Nc2cc(S(=O)(=O)N3CCOCC3)ccc2Cl)CC1	-7%	3%	5%	-19%	-1	-3%	-1%	10%	0.0%	-6%	-26%
COC(=O)N1CN(C(=O)OC)CN(C(=O)OC)C1	-1%	-2%	1%	-4%	-3	-3%	5%	14%	-0.2%	-5%	4%
CCc1cc(C(=O)c2ccc(OC)cc2)c(NC(=O)CC(C)(C)CC(=O)O)s1	-1%	12%	-6%	8%	-3	0%	-2%	-11%	-0.4%	-2%	15%
COc1ccc2[nH]c(=O)c(CN(CCN(C)C)C(=O)NCc3ccccc3)cc2c1	5%	10%	29%	0%	-1	0%	2%	4%	-0.1%	-2%	-6%
O=C(Oc1coc(CSc2nnc(NC(=O)C3CC3)s2)cc1=O)c1ccccc1	-2%	1%	-1%	-7%	-1	-2%	2%	0%	-0.5%	4%	-16%
Cc1ccc(C(=O)N2CCN(S(=O)(=O)N3CCOCC3)CC2)cc1	1%	-1%	1%	-12%	1	-1%	5%	-12%	-0.9%	-5%	u
Cc1ccccc1NC(=O)C(C)SCc1ccccc1 (centres undefined)	-1%	0%	3%	20%	11	0%	-1%	7%	-0.2%	x	6%
COc1ccccc1N1CCN(C(=O)C(F)F)CC1	-4%	3%	0%	15%	-1	-5%	-1%	23%[15.4 µM]	0.0%	11%	1%
